# E-sel TNF inh: E-selectin induction blockers in HUVEC – imaging, immunofluorescence, high content, primary screen; HUVEC TNFa-induced E-selectin immunofluorescence; inhibition, % at 2 µM; hit rate 0.71% among 120,000;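 active = inhibition above the batch mean plus 3 SD, and confirmed as a hit on visual image review, cut at about 43% in these data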;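 also: 0% = TNF-stimulated DMSO wells and 100% = unstimulated control wells; not every result past the cut was called active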
# Yeast lifespan up: compounds extending yeast replicative lifespan, primary screen, S. cerevisiae, OD615; S. cerevisiae growth with nicotinamide; deaD strain in restrictive glucose medium; inhibition of the nicotinamide effect, % at 10 µM; hit rate 0.68% among 130,000;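 active = inhibition above a set limit, placed 3 SD over the median of all compounds, cut at about 26% in these data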;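 also: 0% = nicotinamide-treated wells and 100% = cells grown without nicotinamide; some compounds called inactive have numbers as strong as hits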
#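 Assay system: engineered S. cerevisiae DeaD replicative-lifespan strain, galactose-grown log-phase cells; Buffer or medium: CSMM-D glucose medium, restrictive; Probe or stimulus: nicotinamide 1.5 mM; Compound: single dose 10 µM compound, 0.25% DMSO; Schedule: 4 h preincubation then 48 h treatment at 30 °C; Technique: OD615 measurement.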
# GALR2 blocker: GALR2 antagonists in receptor-expressing cells, primary screen; Galanin receptor type 2 (Homo sapiens), O43603; antagonist mode; inhibition, % at 4 µM; hit rate 0.39% among 140,000; in the data active = inhibition above about 27%;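 also: cells stimulated with galanin 1-16 at roughly its EC80; 0% = agonist challenge control and 100% = basal control without agonist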
# Target sequence (O43603 whole entry, looked up): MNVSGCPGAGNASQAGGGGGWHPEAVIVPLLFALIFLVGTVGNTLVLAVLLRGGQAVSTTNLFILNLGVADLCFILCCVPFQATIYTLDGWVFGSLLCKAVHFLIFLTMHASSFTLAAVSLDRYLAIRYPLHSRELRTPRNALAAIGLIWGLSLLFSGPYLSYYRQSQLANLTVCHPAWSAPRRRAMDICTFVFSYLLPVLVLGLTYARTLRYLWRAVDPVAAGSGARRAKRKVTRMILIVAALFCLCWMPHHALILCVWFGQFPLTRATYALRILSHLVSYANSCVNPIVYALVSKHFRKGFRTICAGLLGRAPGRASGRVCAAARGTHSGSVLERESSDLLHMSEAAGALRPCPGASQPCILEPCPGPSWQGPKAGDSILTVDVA
# HCT116 PTEN-null: growth suppression of PTEN-null HCT116, primary screen, cell-based, CellTiter-Glo; hit rate 1.2% among 140,000; viability, % at 10 µM; HCT116 PTEN-null viability, 60 h; hits give low values;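 active = viability at or below a set limit, 4 SD under the median of all tested compounds, cut at about 3.7% in these data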;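 also: PTEN knockout HCT116 line with beta catenin targeted HCT116 as companion control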
# bCat KO growth: primary screen for growth suppressors in beta-catenin knockout HCT116 cells (colon tumor, human). hit rate 1.5% among 140,000. viability, % at 10 µM. HCT116 beta-catenin knockout viability, CellTiter-Glo, 60 h; hits give low values;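 active = viability at or under a set limit, the compound median less 4 SD, cut at about 6% in these data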;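 also: 0% = Hyamine 1622 control at 20 µM and 100% = untreated cell control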
# NPY Y2 blocker: NPY-Y2 receptor antagonists, primary screen, cell-based; NPY-Y2 expressing cells, antagonist mode; Neuropeptide Y receptor type 2 (Homo sapiens), P49146; hit rate 0.99% among 140,000; inhibition, % at 2.7 µM; in the data active = inhibition above about 17%;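 also: 0% = vehicle with agonist challenge and 100% = reference antagonist with challenge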
# Target sequence (P49146 whole entry, looked up): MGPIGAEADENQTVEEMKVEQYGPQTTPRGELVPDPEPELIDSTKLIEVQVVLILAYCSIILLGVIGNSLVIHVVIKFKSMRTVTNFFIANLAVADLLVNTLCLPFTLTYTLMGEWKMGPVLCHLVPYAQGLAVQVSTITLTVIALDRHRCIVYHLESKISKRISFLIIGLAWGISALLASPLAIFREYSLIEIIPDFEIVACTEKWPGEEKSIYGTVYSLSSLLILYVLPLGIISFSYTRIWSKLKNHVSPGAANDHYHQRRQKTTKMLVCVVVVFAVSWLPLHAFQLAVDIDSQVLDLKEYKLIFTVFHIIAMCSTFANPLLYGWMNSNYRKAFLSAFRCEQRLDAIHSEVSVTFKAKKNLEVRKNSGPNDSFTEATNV
# Yeast growth inh: growth inhibitors of yeast BB579 in restrictive medium, primary screen, yeast lifespan-shortening project, S. cerevisiae; OD615, 48 h; inhibition, % at 10 µM; hit rate 0.51% among 140,000; AID 804, 2007;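 active = inhibition above a set limit, 3 SD over the mean compound inhibition, cut at about 44% in these data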; also: inactives centre near -24
#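 Assay system: S. cerevisiae DeaD strain BB579 yeast. Medium: CSMM-D restrictive synthetic medium containing dextrose (glucose). Times: 4 h cell preincubation, 48 h compound exposure, 30 °C humidified. Signal: OD615 turbidity measurement. Benchmarks: positive control amphotericin B 10 µg/mL.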
# Measles CPE: compounds protecting cells from measles virus cytopathic effect, primary screen, measles RdRp inhibitor project, single point, MLSMR library, absorbance; Measles virus-infected cells, CPE protection; protection (pct of control), % at 4 µM; hit rate 1.5% among 140,000; in the data active = protection mostly above about 24%, no sharp cut-off; inactive = mostly below about 26%; also: some compounds called inactive have numbers as strong as hits
# Phagocytosis inh: inhibitors of macrophage phagocytosis, primary screen, imaging, J774A.1 cells, IgG beads. J774A.1 macrophage IgG-bead phagocytosis. inhibition, % at 5 µM. hit rate 0.07% among 110,000. AID 1029, 2008;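 active = inhibition above the mean of the plate negative controls plus 5 SD, cut at about 13% in these data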;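 also: phagocytic index as fraction of beads internalized from green versus red external bead signal; plate controls were DMSO negative control for no effect and cytochalasin-D positive control for full effect; some results beyond the cut were filed as inactive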
# MRP1 act: H69AR viability gain despite doxorubicin, primary screen, MRP-1 activator project, H69AR cells, CellTiter-Glo. hit rate 0.61% among 140,000. viability increase, % at 10 µM. AID 799, 2007. viability rescue;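 active = viability gain under doxorubicin at or above a set limit, the compound median plus 3 SD, cut at about 4.7% in these data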;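 also: MRP-1 overexpressing cells given doxorubicin 25 µM after compound pretreatment; 18-22 h compound pretreatment then 72 h with doxorubicin before readout; 0% = doxorubicin-only wells and 100% = vehicle-treated cells without doxorubicin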
# Active calls of the source: *; . = no result given.
compound	NPY Y2 blocker	HCT116 PTEN-null	E-sel TNF inh	Measles CPE	Yeast growth inh	Yeast lifespan up	GALR2 blocker	Phagocytosis inh	MRP1 act	bCat KO growth
CCCc1nc2ccccc2c(C(=O)OCC(=O)c2ccc3c(c2)NC(=O)CO3)c1CC	0.3	104.5	22.3	15.2	-73.4	2.2	-18.1	-0.8	0.4	88.5
COc1ccc(OC)c2c1CC(C)(C)NC2=O	1.0	98.5	-16.8	10.5	-28.1	2.2	7.8	-0.4	-1.3	96.5
CC(c1ccccc1)N(CC(=O)NC1CCCCC1)S(=O)(=O)c1cccc(C(F)(F)F)c1 (stereo unspecified)	2.1	67.3	18.6	15.9	-9.4	6.3	-1.2	-5.2	-1.1	71.2
CC(NS(=O)(=O)c1ccc(CCC(=O)NCc2ccco2)cc1)c1ccccc1 (stereo unspecified)	-0.4	94.6	4.3	20.5	-55.8	2.2	11.2	-1.5	-1.0	86.7
O=C(COC(=O)c1cc(S(=O)(=O)N2CCOCC2)ccc1Cl)Nc1ccc2c(c1)OCO2	1.6	88.3	-4.5	4.7	-12.8	-14.3	2.4	-2.3	-0.8	90.2
CCn1cc(C2=NOC(C(=O)Nc3ccccc3C(=O)OC)C2)c(C)n1 (stereo unspecified)	-1.1	92.5	.	11.4	-17.7	-3.3	-7.8	0.9	0.4	88.6
O=C(COc1nsnc1N1CCOCC1)N1CCOCC1	1.1	115.8	-13.9	6.9	9.7	-2.4	-0.1	1.1	0.4	87.9
CCC(=O)Nc1nnc(SCC(=O)Nc2ccc(F)cc2)s1	-1.6	94.4	6.6	8.2	-29.9	-10.1	-7.7	-2.5	-2.1	86.4
O=C(Nc1nccs1)c1ccc(COc2ccc(F)cc2)o1	2.8	90.3	-20.0	11.0	-18.3	-4.9	1.8	3.2	-0.9	92.7
CCOC(=O)c1c(C)[nH]c(C)c1C(=O)COC(=O)c1cccc(S(=O)(=O)N(CC)CC)c1	3.6	86.1	23.6	1.5	-48.3	-3.3	6.5	.	0.9	73.3
CCCCNC(=O)c1ccc2c(=O)n(CCCOCC)c(=S)[nH]c2c1	-1.9	95.1	-7.9	17.8	-43.1	0.4	8.3	-0.4	-0.6	99.0
N#CCc1nc2n(n1)Cc1ccccc1-2	1.6	98.8	-17.0	10.1	-19.8	-23.1	-0.7	.	-1.4	103.0
CC(C)CC(NC(=O)c1ccccc1)C(=O)OCC(=O)Nc1ccc(Br)cn1 (stereo unspecified)	1.9	100.7	-6.6	10.6	-17.8	-5.1	12.8	-1.6	-0.6	89.9
Cc1cc(C)c(NC(=O)c2ccccc2CCc2ccccc2)c(C)c1	9.8	54.2	-15.2	5.0	-26.6	-11.8	-2.8	0.4	-2.9	49.7
O=S(=O)(c1ccc(Cl)cc1)n1ccc(-c2cccc(OCc3c(F)cccc3Cl)c2)n1	0.1	79.5	29.9	29.5	-17.5	-20.4	-5.8	.	1.8	81.7
Cc1cc(CSc2ccccc2)ccc1NC(=O)c1ccc(C)c([N+](=O)[O-])c1	3.2	102.8	.	9.2	-10.0	-0.3	1.9	-6.7	-0.2	94.5
CCc1ccc(NC(=O)Cc2ccc(-n3cccc3)cc2)cc1	5.4	101.3	-23.2	8.4	-4.7	0.3	-7.0	-0.9	-0.1	90.5
Cc1ccc(S(=O)(=O)N(C)c2c(C)ccc(S(=O)(=O)N3CCN(C=O)CC3)c2C)cc1	1.4	86.7	8.8	4.5	-7.4	-1.9	-0.8	-4.7	-2.8	83.0
O=C(c1cc2ccccc2oc1=O)N(c1ccc(Cl)cc1)C1C=CS(=O)(=O)C1 (stereo unspecified)	8.1	70.3	-13.5	4.8	-29.9	-0.7	17.6	-5.3	-3.8	74.7
CCOC(=O)CSc1nc(N)c(C(=O)Nc2ccc(N(C)C)cc2)s1	-2.9	102.5	.	19.0	-26.2	-9.4	6.7	-0.3	-3.2	93.5

# Quoted from the entries so far (two entries):
compound	NPY Y2 blocker	HCT116 PTEN-null	E-sel TNF inh	Measles CPE	Yeast growth inh	Yeast lifespan up	GALR2 blocker	Phagocytosis inh	MRP1 act	bCat KO growth
O=C(c1cc2ccccc2oc1=O)N(c1ccc(Cl)cc1)C1C=CS(=O)(=O)C1 (stereo unspecified)	8.1	70.3	-13.5	4.8	-29.9	-0.7	17.6	-5.3	-3.8	74.7
CCOC(=O)CSc1nc(N)c(C(=O)Nc2ccc(N(C)C)cc2)s1	-2.9	102.5	.	19.0	-26.2	-9.4	6.7	-0.3	-3.2	93.5

# More structures:
compound	NPY Y2 blocker	HCT116 PTEN-null	E-sel TNF inh	Measles CPE	Yeast growth inh	Yeast lifespan up	GALR2 blocker	Phagocytosis inh	MRP1 act	bCat KO growth
Cc1n[nH]c(C)c1S(=O)(=O)NCCc1ccc(Cl)cc1	6.3	105.2	14.5	2.5	-72.0	-4.3	-13.4	-1.4	1.5	99.2
N/C(=N\OC(=O)CCC1CCCC1)c1ccccn1	0.8	98.7	2.5	7.8	-12.4	-1.2	-2.1	0.7	-0.1	97.5
Cc1oc(-c2ccccc2)cc1C(N)=O	0.8	95.2	6.8	4.9	-25.2	-8.4	3.3	.	-2.4	101.0
Cc1ccc(C(=O)n2nc(-c3ccco3)nc2N)cc1	2.1	101.8	-22.5	2.1	-25.2	-22.8	-6.2	-0.7	-0.8	86.8
CCCCc1[nH]c(=O)c(C#N)c2c1CSC(C)(C)C2	6.2	108.9	.	24.7	-45.1	-5.5	-6.9	-0.3	1.8	105.3
Cc1cc(C)c(C(=O)COC(=O)[C@H](C)Nc2ccc(C(F)(F)F)cc2[N+](=O)[O-])c(C)c1	-1.2	86.0	-6.9	12.0	-34.2	-3.5	7.0	-0.3	-0.4	105.0
O=C(Nc1nccs1)c1cccc(N2C(=O)C3C4C=CC(C4)C3C2=O)c1 (stereo unspecified)	-1.1	93.0	9.7	29.1	-3.6	5.2	2.0	-7.8	-2.4	92.3
COc1ccc(N(CC(=O)NCc2cccc(OC)c2)S(=O)(=O)c2c(C)noc2C)cc1	2.0	94.2	.	16.9	-14.0	1.9	-3.6	.	-0.9	92.0
COc1ccc(-c2nn(-c3ccccc3)cc2C(=O)Nc2nc(CC(C)=O)ns2)cc1	-0.9	91.2	-5.9	23.6	-22.3	-0.7	-2.4	0.8	6.8*	110.3
CCCCNc1ncnc2c1cnn2-c1ccc(Cl)cc1	5.7	22.7	-15.9	10.3	-33.6	-9.1	6.3	0.5	-4.4	19.1
CC(C)(C)NS(=O)(=O)c1ccc(CCC(=O)Nc2ccc3c(c2)OCCO3)cc1	0.3	98.1	.	9.4	-19.1	1.5	6.0	-9.0	1.6	87.2
COC(=O)C(C)Sc1nc2c(c(=O)n1-c1ccccc1)SCC2 (stereo unspecified)	1.9	97.0	-14.6	3.9	-38.5	7.1	2.8	1.4	-3.0	91.9
O=C(Nc1ccc2nc(-c3cccs3)c(-c3cccs3)nc2c1)N1CCOCC1	2.4	63.5	-6.2	3.9	-38.6	-14.7	-7.8	-0.3	-1.3	76.2
CCC(=O)Nc1ccc(N2CCN(Cc3ccccc3)CC2)cc1	-2.0	99.4	-2.7	4.0	-38.6	-4.3	11.4	-0.9	-2.1	94.4
Cc1nc(C)c(C(=O)C2=C(O)C(=O)N(CCCn3ccnc3)C2c2ccccc2)s1 (stereo unspecified)	0.9	102.4	-16.7	21.9	-11.8	-5.6	7.3	0.2	-0.1	95.7
O=C(COC(=O)COc1ccccc1[N+](=O)[O-])Nc1cccc(Br)c1	0.5	104.8	2.3	11.0	-21.6	-6.4	6.8	-5.4	-1.2	90.2
CC(C)C(c1nnnn1C(C)(C)C)N1CCC(Cc2ccccc2)CC1 (stereo unspecified)	5.3	83.2	5.0	5.9	-47.8	25.0	-10.6	0.1	-1.1	76.5
COc1nc(NCCN2CCOCC2)nc(Nc2ccccc2)n1	1.4	86.3	5.1	7.7	-7.8	-16.6	-3.9	-2.6	-3.1	94.5
Cc1cc(=O)n2[nH]c(N)c(N=Nc3ccccc3)c2n1	3.9	77.7	.	4.2	-18.7	0.9	1.7	-3.8	-2.2	74.4
Cc1ccc(CN2CC(C(=O)Nc3cccc(S(=O)(=O)N4CCCCC4)c3)CC2=O)cc1 (stereo unspecified)	-0.7	81.2	.	5.7	-17.0	1.0	3.6	-4.2	-0.8	81.3
COC(=O)C(=O)/C=C(\O)c1ccc(C)cc1	10.2	112.9	-24.7	28.4	-19.5	72.6*	-4.8	-0.5	-0.5	102.1
COc1ccccc1OCCNC(=O)/C=C/c1ccc([N+](=O)[O-])cc1	4.3	95.6	-0.7	19.5	-59.4	-1.9	-1.2	.	-0.1	87.0
CCN(CC(O)Cn1c2ccccc2c2ccccc21)S(=O)(=O)c1ccc(C)cc1 (stereo unspecified)	0.1	57.7	-6.1	2.8	-2.9	4.2	-14.5	-0.6	0.2	74.8
CCn1c2ccccc2c2cc(NC(=O)C(C)Oc3ccc(OC)cc3)ccc21 (stereo unspecified)	0.8	66.7	-18.2	7.3	-8.2	-26.4	-11.2	.	1.1	73.9

# Structures from the list above that have an aryl methoxy group (6):
compound	NPY Y2 blocker	HCT116 PTEN-null	E-sel TNF inh	Measles CPE	Yeast growth inh	Yeast lifespan up	GALR2 blocker	Phagocytosis inh	MRP1 act	bCat KO growth
COc1ccc(OC)c2c1CC(C)(C)NC2=O	1.0	98.5	-16.8	10.5	-28.1	2.2	7.8	-0.4	-1.3	96.5
COc1ccc(N(CC(=O)NCc2cccc(OC)c2)S(=O)(=O)c2c(C)noc2C)cc1	2.0	94.2	.	16.9	-14.0	1.9	-3.6	.	-0.9	92.0
COc1ccc(-c2nn(-c3ccccc3)cc2C(=O)Nc2nc(CC(C)=O)ns2)cc1	-0.9	91.2	-5.9	23.6	-22.3	-0.7	-2.4	0.8	6.8*	110.3
COc1nc(NCCN2CCOCC2)nc(Nc2ccccc2)n1	1.4	86.3	5.1	7.7	-7.8	-16.6	-3.9	-2.6	-3.1	94.5
COc1ccccc1OCCNC(=O)/C=C/c1ccc([N+](=O)[O-])cc1	4.3	95.6	-0.7	19.5	-59.4	-1.9	-1.2	.	-0.1	87.0
CCn1c2ccccc2c2cc(NC(=O)C(C)Oc3ccc(OC)cc3)ccc21 (stereo unspecified)	0.8	66.7	-18.2	7.3	-8.2	-26.4	-11.2	.	1.1	73.9
